Compound activity from PubChem.
AmpC detergent – AmpC beta-lactamase inhibition with detergent present; P00811; AmpC hydrolysis of nitrocefin, absorbance 480 nm, 0.01% Triton; Potency, µM (highest dose often 114 µM), inactives show at the top dose activity change, negative = inhibition, most hits filed as inhibitors; 370,000 compounds, 0.041% hits; AID 485294;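 further: potency means the concentration at half of the fitted maximal effect; 0% = no-compound wells and -100% = no-enzyme wells; nearly all actives have a fitted effect of over 25% in size; some results filed as inactive show a strong effect at the top dose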
Target sequence (P00811 whole entry, looked up): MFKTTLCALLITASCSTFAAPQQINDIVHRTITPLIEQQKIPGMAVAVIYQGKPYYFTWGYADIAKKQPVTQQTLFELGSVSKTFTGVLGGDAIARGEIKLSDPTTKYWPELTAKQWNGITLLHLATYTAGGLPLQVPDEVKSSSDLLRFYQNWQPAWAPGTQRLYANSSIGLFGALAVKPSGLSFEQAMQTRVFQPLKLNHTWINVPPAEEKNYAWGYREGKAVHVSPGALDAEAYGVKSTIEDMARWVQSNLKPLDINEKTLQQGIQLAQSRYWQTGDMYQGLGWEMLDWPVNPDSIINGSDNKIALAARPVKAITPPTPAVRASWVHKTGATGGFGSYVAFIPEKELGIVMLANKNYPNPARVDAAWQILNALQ
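AmpC (5.3 nM in the dispensed reagent) in 20 mM phosphate pH 7.0 with 0.01% (detergent screen) or 0.0001% Triton X-100 was preincubated with compounds for 15 min at room temperature. Nitrocefin was then added from an 800 uM solution, and hydrolysis was followed at 480 nm.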
AmpC inh no detg – inhibitors of E. coli AmpC beta-lactamase without detergent | Potency, µM (titrated, usually from 57.1 µM), for the others: top-dose activity change, negative = inhibition, usual class: inhibitors | AmpC nitrocefin hydrolysis, absorbance 480 nm, 0.0001% Triton | P00811 | 330,000 compounds, 0.52% hits;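 further: potency means the concentration at half of the fitted maximal effect; plate controls were no compound for no effect and no enzyme for full effect; nearly all actives have a fitted effect of over 20% in size; some results filed as inactive show a strong effect at the top dose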
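AmpC (5.3 nM in the dispensed reagent) in 20 mM phosphate pH 7.0 with 0.01% (detergent screen) or 0.0001% Triton X-100 was preincubated with compounds for 15 min at room temperature. Nitrocefin was then added from an 800 uM solution, and hydrolysis was followed at 480 nm.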
HCMV inh – human cytomegalovirus inhibition; 410,000 compounds, 4.5% hits; AID 1259415; HFF cells, HCMV-luciferase reporter, 72 h; active compounds read low; activity change, negative = inhibition, % at 57.5 µM; in the data active means activity change below about -60%; inconclusive means no clear call, values can overlap the other calls; inactive means above about -39%
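Screen run at 2 compound doses on HFFs infected with reporter HCMV, MOI 1 PFU/cell. Luciferase activity from cell lysates at 72 h post infection gave inhibition relative to buffer-only and Salinomycin wells.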
Giardia FBPA inh – blocks Giardia fructose-bisphosphate aldolase activity; A8B2U2; purified Giardia FBPA; Potency, µM (highest dose often 59.6 µM), inactives show top-dose activity, negative = inhibition, hits mostly inhibitors; 290,000 compounds, 0.71% hits; AID 2451; further: potency means the concentration at half of the fitted maximal effect; nearly all actives have a fitted effect of over 55% in size
Target sequence (A8B2U2 whole entry, looked up): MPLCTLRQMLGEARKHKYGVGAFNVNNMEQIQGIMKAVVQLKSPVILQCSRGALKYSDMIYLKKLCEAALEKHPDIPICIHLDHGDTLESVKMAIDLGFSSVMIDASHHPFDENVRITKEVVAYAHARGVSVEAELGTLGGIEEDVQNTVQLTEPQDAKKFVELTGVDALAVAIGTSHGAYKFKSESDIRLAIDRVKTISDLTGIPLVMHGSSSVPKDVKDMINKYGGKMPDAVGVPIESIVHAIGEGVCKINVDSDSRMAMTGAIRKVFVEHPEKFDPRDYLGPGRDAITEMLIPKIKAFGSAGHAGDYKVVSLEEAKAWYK
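Giardia FBPA (40 nM reagent) was preincubated 10 min at RT with compound (up to 57.5 uM final), then substrate plus GAPDH/TPI/NAD/arsenate coupling system with diaphorase/resazurin was added; resorufin fluorescence (525/598 nm) was read after 20 min.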
Sm TGR block – S. mansoni TGR enzyme inhibition. Q962Y6. purified TGR, DTNB reduction, TNB absorbance 405 nm. Potency, µM (highest dose often 114 µM), without a hit: at the top dose activity change, negative = inhibition, hits mostly inhibitors. 360,000 compounds, 3% hits. AID 485364; further: potency means the concentration at half of the fitted maximal effect; nearly all actives have a fitted effect of over 60% in size
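TGR 20 nM + NADPH 100 uM (dispensed conc.), cpd preinc 15 min RT; start with NADPH (500 uM addition) then DTNB (15 mM addition). Kinetic TNB absorbance, 405 nm filter. Four-parameter Hill fit across titration.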
AMA1-RON2 inh – disrupts binding of P. falciparum AMA1 to RON2; AlphaScreen AMA1-biotinylated RON2 peptide binding; Potency, µM (titrated, usually from 58.2 µM), for inactives: at the highest dose activity change, negative = inhibition, usual class: inhibitors; 360,000 compounds, 0.2% hits; AID 720542;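 further: potency means the concentration at half of the fitted maximal effect; 0% = vehicle wells and -100% = peptide control; nearly all actives have a fitted effect of over 45% in size; some results filed as inactive show a strong effect at the top dose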
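AMA1 (3D7) with his tag at 25 nM final met compounds first, then biotinylated RON2 peptide at 25 nM; detection used donor plus acceptor beads, 10 µg/mL apiece, read by AlphaScreen after 30 min at room temperature.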
* hit, by the source's call; u = inconclusive; x = no result given; & = joins results of further samples; [ ] = another dose, or the depositor's remark. Unless noted, the call rests on the fitted dose curve; in most records, active means well fitted curve in the direction sought with a large enough effect; inconclusive means small, poorly fitted or top-dose-only effect, or another doubt; inactive means no such curve, though single readings can be large; an effect the other way counts as inactive or inconclusive. Unless noted, on the % scale 0 is the no-effect control and ±100 the full control effect. Rows are unselected; any-hit rate near 7.8%.

SMILES | AmpC detergent | AmpC inh no detg | HCMV inh | Giardia FBPA inh | Sm TGR block | AMA1-RON2 inh
CN(C)CCNC(=O)COc1cccc(Cl)c1 | -1.8% | -9.2% | 34.0 | -10.1% | 8.0% | 32.0%[activator]
Cc1ccc(-n2c(C)c(C)c3c(NCCCO)ncnc32)cc1 | 2.1% | 30.8% | 18.9 | -13.4% | -5.2% | u
CCN(Cc1ccccc1)C(=O)COC(=O)Cc1c[nH]c2ccccc12 | 0.0% | -13.3% | 13.9 | x | -1.5% | 2.3%
COc1cccc(N2CCN(C(=O)c3oc4ccccc4c3NC(=O)CCc3cc(OC)no3)CC2)c1 | -5.3% | 66.1%[activator] | -61.5* | x | -3.5% | -18.7%
Cc1ccccc1NC(=O)Cc1nc(COC(=O)c2ccccn2)cs1 | -15.3% | -23.1% | 2.5 | x | -7.9% | 6.3%
Cc1ccc2nc(C)cc(C(=O)OCC(=O)Nc3cccnc3Cl)c2c1 | 1.4% | 98.6%[activator] | -76.4* | 2.6% | 0.9% | -6.1%
CCc1nnc(NC(=O)c2ccc(COc3cccc(C)c3)o2)s1 | -5.0% | -17.2% | 24.7 | 16.8% | -15.2% | 13.4%
O=C(c1cc2sccc2n1Cc1ccc(F)cc1)N1CCCc2ccccc21 | -1.5% | -30.9% | 17.0 | -7.0% | -6.1% | 0.0%
CCOC(=O)c1c(-c2ccc(C)cc2)csc1/N=C(\C)C1=C(O)c2ccccc2C1=O | -3.7% | -35.5% | -62.8* | -8.4% | 12.1% | 6.1%
COc1ccc(NC(=O)CSc2nc(=O)n(CCN3CCOCC3)c3c2CCC3)cc1 | -19.0% | 22.2% | -32.5 | x | -12.0% | 1.8%
COc1ccc(-c2cc(C(=O)Nc3cc(Br)ccc3O)no2)cc1 | -2.1% | 5.0% | -8.0 | 14.9% | 2.9% | -5.1%
Cc1ccc(CNC(=O)CCNS(=O)(=O)c2ccc3c(c2)oc(=O)n3C)cc1 | -9.8% | x | -1.9 | x | -15.7% | x
CCCN(CCC)S(=O)(=O)c1ccc(NS(=O)(=O)c2ccc(F)cc2)cc1 | 4.5% | -17.2% | -12.3 | 4.7% | -1.6% | 4.0%
CCN(CC)CCSc1nnc2c3cc(F)ccc3n(C)c2n1 | 1.5% | x | u | x | 1.2% | x
OC1CN=C2CCCc3c2n(c2ccc(Cl)cc32)C1 (stereo unspecified) | u | 8.7% | 14.6 | -10.3% | u | 56.6%[activator]
CC(NC(=O)COC(=O)CN1C(=O)C2CCCCC2C1=O)c1ccccc1 (stereo unspecified) | x | -7.7% | -13.5 | x | x | -10.8%
CNc1ccc(/C=C/C(=O)c2ccc3c(c2)OCCO3)cc1[N+](=O)[O-] | -6.0% | u | 106.6 | -2.2% | -9.4% | -8.7%[2.32 µM]
COc1ccc(C2CC(C)(c3ccc(OC)cc3)Nc3ccccc3N2)cc1 (stereo unspecified) | 0.0% | 14.1% | 74.8 | u | -4.3% | u
Cc1nc2c(sc3nc4c(cc32)COC(C)(C)C4)c(=O)n1Cc1ccccc1 | -0.8% | -6.9% | -39.2 | -0.5% | -16.4% | 0.9%
COc1cc(OC)cc(-c2nc3cc(C)ccc3o2)c1 | 10.7% | 58.8% | 320.0 | -8.4% | 7.4% | 20.1%
CCC1CN(C(=O)Nc2ccccc2F)c2cc(C)ccc2O1 (stereo unspecified) | 12.2% | x | 11.0 | x | 0.6% | x
C=CCNC(=S)NNC(=O)c1ccc2c(c1)OCO2 | 4.2% | -5.7% | 40.5 | -3.8% | 1.8% | 60.2%[activator]
O=C(O)CC(NC(=O)c1cccc([N+](=O)[O-])c1)c1ccc2c(c1)OCO2 (stereo unspecified) | 1.3% | -3.5% | -5.2 | 5.6% | -11.0% | -0.1%
CC1CCC(NC(=O)CCNC(=O)c2ccc(Br)cc2)CC1 (stereo unspecified) | u | -20.2% | 5.3 | x | -2.5% | u
Cc1cccc(NC(=O)C2CCN(S(=O)(=O)c3cccc4nsnc34)CC2)c1C | -6.8% | x | -2.5 | x | 7.8% | x
Cc1ccc(C)c(N2CC(C(=O)Nc3nccs3)CC2=O)c1 (stereo unspecified) | -9.2% | -6.4% | u | 0.4% | -1.9% | 0.0%
COc1ccc(NC2=C3CC(C)CC=C3N(c3ccc(OC)cc3)C2=O)cc1 (stereo unspecified) | -4.7% | -34.1% | u | -19.5% | -22.1% | -13.6%
CC1Cc2ccccc2N1CC(=O)Nc1ccc(Cl)c(S(=O)(=O)N(C)C)c1 (stereo unspecified) | u | -28.0% | -32.3 | -9.5% | 7.1% | 13.1%
CC1CCCC(C)N1/N=C/C=C/c1ccccc1[N+](=O)[O-] (stereo unspecified) | -11.3% | -14.2%[11.4 µM] | 1.9 | 0.9% | -4.4% | 15.8µM*
CCc1ccc(NC(=O)c2cc(S(=O)(=O)N3CCCCC3)c[nH]2)cc1 | 18.2% | x | 18.9 | x | 7.4% | x
O=C(O)C(Cc1c[nH]c2ccccc12)NS(=O)(=O)c1ccc(Cl)cc1 (stereo unspecified) | 5.5% | -27.0% | -9.8 | 10.4% | 18.9% | -1.7%
O=C1CCCN1CCCNC(=S)Nc1ccccc1Cl | -18.9% | -3.2%[11.4 µM] | 1.7 | 1.3% | u | 4.6%
Cc1ccc(-n2nc(CC#N)c(C#N)c2N)cc1Cl | -10.2% | -23.0% | 45.7 | 0.5% | 4.4% | -13.4%
Cc1ccc(CN2CC(C(=O)Nc3ccncc3)CC2=O)cc1 (stereo unspecified) | 2.0% | -6.9% | -3.2 | x | 0.0% | u
CC(C)Cn1c(=O)c2ccccc2n2c(CCC(=O)O)nnc12 | u | 1.3% | -36.0 | 4.3% | -3.4% | -1.5%
CCOC(=O)N1CCN(C(=O)C2CCN(S(=O)(=O)c3ccc(C)cc3)CC2)CC1 | 0.7% | 46.1% | -0.4 | 3.4% | -2.2% | -16.3%
Cc1cc(NC(=O)c2cccc(S(=O)(=O)N3CCOCC3)c2)no1 | 2.5% | -10.8% | 10.0 | 2.4% | -8.1% | -3.4%
CCc1noc(C)c1C(=O)OCC(=O)Nc1ncc(Cl)cc1Cl | -8.4% | -4.5% | -16.4 | 4.8% | 5.2% | -5.1%
O=C(CCN1CCN(CC(=O)Nc2ccccc2Cl)CC1)Nc1ccccc1F | -8.6% | 110.5%[activator] | 7.3 | 5.3% | 13.9% | 24.7%
COc1ccc(N2CCSC2C(=O)NN)cc1 (stereo unspecified) | -5.9% | -52.7% | -33.4 | -1.2% | -0.9% | -6.1%
CC(C)(C)c1ccc(C(=O)NC(=S)NCC2CCCO2)cc1 (stereo unspecified) | 1.8% | -11.8% | -24.3 | 0.8% | u | 11.2%
O=C(Nc1cccc([N+](=O)[O-])c1)c1cnccn1 | -9.6% | -26.3% | 49.9 | -2.7% | -13.8% | 3.3%
CC(NS(=O)(=O)c1ccccc1)C(=O)NCc1ccco1 (stereo unspecified) | 1.0% | -17.2% | 10.5 | -2.2% | u | 2.2%
Cc1oc(-c2ccccc2F)nc1CS(=O)(=O)CC(=O)N1CCN(c2ccccc2)CC1 | -8.0%&-21.1% | -2.0% | -18.5&19.8 | 1.0% | -11.5%&-13.2% | -8.4%
Cc1ccc(S(=O)(=O)N2CCCCC2)cc1NC(=O)CCCOc1ccccc1 | 1.5% | -17.7% | -6.2 | x | -1.1% | 4.5%
COC(=O)[C@@]1(Cc2ccc(F)cc2)[C@H]2c3cc(C(=O)N(C)C)n(CCSCCO)c3C[C@H]2CN1C(=O)c1ccccc1 | -3.6% | 328.0%[activator] | 0.0 | -6.2%&-2.0% | -26.1% | -5.7%
CCCCN1C(=O)c2ccc(C(=O)Nc3ccc(C)c(S(=O)(=O)N(C)C)c3)cc2C1=O | 1.6% | -20.5% | -27.6 | -9.2% | -2.9% | -10.5%
CC1(C)OC(=O)C(=Cc2ccc(-c3ccc(S(N)(=O)=O)cc3)o2)C(=O)O1 | 1.1% | -36.3% | 164.7 | -7.7% | 2.4% | -2.5%
Cc1ccc2oc(=O)c(/C=C(\O)c3ccccc3)nc2c1 | 3.5% | -32.2% | 0.0 | u | -17.3% | 92.6%[activator]
CCC(C)(C)n1nnnc1C(c1ccccc1)N1CCN(C2CCCC2)CC1 (stereo unspecified) | -3.0% | -14.7% | -36.4 | 0.0% | -7.1% | 16.7%
C=CCn1c(=O)c2ccccc2n2c(SCc3nc(N)nc(Nc4ccccc4C)n3)nnc12 | u | 50.6% | 35.1 | 2.5% | -3.9% | -1.7%
CC(=O)c1ccc(NC(=O)CSc2nnc3ccc(-c4ccccn4)nn23)cc1 | 8.1% | -5.2% | -4.2 | x | -2.0% | -3.3%
COc1ccc(CCNCCN2CCOCC2)cc1 | -3.0% | -17.0% | -18.7 | u | 20.1% | 14.1µM*
COc1cccc(CNC(=O)c2cc(Sc3cccc(Cl)c3)nc3ccccc23)c1 | 9.1% | x | -28.8 | x | 3.5% | x
N#CCn1c(CN2CCCC2)nc2ccccc2c1=O | 1.9% | -6.6% | 1.8 | 1.5% | 2.0% | 16.3%
COc1ccc(CCNC(=O)/C=C/c2ccc(C)cc2)cc1OC | 2.4% | 2.4% | -6.8 | -0.2% | 16.4% | -7.1%
CC(=O)Nc1cc2nc(C)n(Cc3ccccc3[N+](=O)[O-])c2nc1C | -9.7% | 41.3% | 34.1 | 3.4% | -3.7% | 0.7%
CN(C)/C=C1\C(=O)N(c2ccc(Cl)c(Cl)c2)CS1(=O)=O | u | -9.1% | 20.7 | 3.9% | 1.4% | 11.5%
COc1ccc(N2CCN(C(=O)c3ccc(Br)o3)CC2)cc1 | -7.9% | -3.1% | 5.5 | x | 2.9% | -23.3%
O=C(CCNS(=O)(=O)c1ccccc1F)N1CCN(S(=O)(=O)c2cccc(F)c2)CC1 | u | 25.4% | u | x | -2.6% | 12.1%

Random excerpt: 5 records from the list.
SMILES | AmpC detergent | AmpC inh no detg | HCMV inh | Giardia FBPA inh | Sm TGR block | AMA1-RON2 inh
OC1CN=C2CCCc3c2n(c2ccc(Cl)cc32)C1 (stereo unspecified) | u | 8.7% | 14.6 | -10.3% | u | 56.6%[activator]
O=C(c1cc2sccc2n1Cc1ccc(F)cc1)N1CCCc2ccccc21 | -1.5% | -30.9% | 17.0 | -7.0% | -6.1% | 0.0%
CC1(C)OC(=O)C(=Cc2ccc(-c3ccc(S(N)(=O)=O)cc3)o2)C(=O)O1 | 1.1% | -36.3% | 164.7 | -7.7% | 2.4% | -2.5%
CCCCN1C(=O)c2ccc(C(=O)Nc3ccc(C)c(S(=O)(=O)N(C)C)c3)cc2C1=O | 1.6% | -20.5% | -27.6 | -9.2% | -2.9% | -10.5%
C=CCNC(=S)NNC(=O)c1ccc2c(c1)OCO2 | 4.2% | -5.7% | 40.5 | -3.8% | 1.8% | 60.2%[activator]
